High-throughput results deposited in PubChem BioAssay by Broad Institute.
FN deposit inh – fibronectin deposition inhibition. hit rate 0.086% among 350,000. inhibition, % at 12.6 µM. AH1F fibroblasts, Alexa488-fibronectin deposition fluorescence, overnight. AID 743247;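 active means mean inhibition across replicates of 30% or more, regardless of how many single replicates reach that level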;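 further: positive control wells lacked labelled fibronectin entirely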
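Measured by – fluorescence 485/525 nm · System – AH1F fibroblast monolayer, labelled fibronectin deposition · Amount – 10000 cells per well · Buffer or medium – serum-reduced DMEM (2% serum) · Doses – single dose, pinned · Also added – fluorescent fibronectin at 24 nM final · Schedule – 1 h cell attachment, overnight exposure to compound and label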
Statin myotox sup – protects C2C12 myotubes from simvastatin toxicity. ATP luminescence, 48 h; scaled: DMSO 0, geranylgeraniol control 100. rescue of ATP level, % at 7.49 µM. hit rate 0.78% among 330,000. AID 602340;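 active means mean ATP rescue above about 67%, or every replicate alone reaching that limit, limit read from the data, passing the limit was not always enough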;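 further: myotubes were challenged with 10 µM simvastatin during compound exposure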
LGR2 antag – inhibitors of bursicon-induced Drosophila LGR2 receptor cAMP signaling; hit rate 0.35% among 380,000; inhibition, % at 9.99 µM; HEK293 LGR2, CRE-luciferase, bursicon-stimulated, 4 h;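 active means drop in luminescence signal, shown as inhibition above about 50% in the replicate tests, limit read from the data, passing the limit was not always enough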;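 further: agonist challenge used bursicon conditioned medium at about half maximal strength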
Casp6 inh – caspase-6 (human) enzyme inhibition. P55212. purified caspase-6, Z-VEID-R110 cleavage fluorescence. inhibition, % at 12.5 µM. hit rate 0.53% among 350,000;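 active means mean inhibition across replicates at least about 35%, with every replicate also reaching that limit, limit read from the data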;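 further: 0% = median of neutral control wells and 100% = no fluorescence left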
Target sequence (P55212 24-179 limits assumed): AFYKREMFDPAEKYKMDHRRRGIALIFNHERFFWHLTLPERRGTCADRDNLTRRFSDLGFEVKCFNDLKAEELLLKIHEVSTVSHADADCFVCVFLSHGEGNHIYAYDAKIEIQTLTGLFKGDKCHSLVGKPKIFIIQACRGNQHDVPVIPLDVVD
Target sequence (P55212 194-293 limits assumed): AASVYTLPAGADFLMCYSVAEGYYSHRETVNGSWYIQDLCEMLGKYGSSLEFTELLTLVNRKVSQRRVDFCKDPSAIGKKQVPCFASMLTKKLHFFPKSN
esBAF inh – blocks esBAF chromatin remodeling in mouse ES cells; Bmi1-luciferase knock-in reporter, 24 h; 100% = twice the neutral-well signal; reporter increase, % at 12.5 µM; hit rate 2% among 350,000; AID 602393; in the data active means activation above about 40%;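 further: 0% = median of the plate's neutral control wells and 100% = double that signal; a rise in the Bmi1 reporter signal indicates esBAF inhibition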
SIRT5 inh – sirtuin-5 (human) deacylase inhibition; Purified SirT5, succinyl-peptide AMC, trypsin-coupled fluorescence; Q9NXA8; inhibition, % at 15 µM; hit rate 1.1% among 330,000; AID 652115; in the data active means inhibition above about 15%
Target sequence (Q9NXA8 whole entry, looked up): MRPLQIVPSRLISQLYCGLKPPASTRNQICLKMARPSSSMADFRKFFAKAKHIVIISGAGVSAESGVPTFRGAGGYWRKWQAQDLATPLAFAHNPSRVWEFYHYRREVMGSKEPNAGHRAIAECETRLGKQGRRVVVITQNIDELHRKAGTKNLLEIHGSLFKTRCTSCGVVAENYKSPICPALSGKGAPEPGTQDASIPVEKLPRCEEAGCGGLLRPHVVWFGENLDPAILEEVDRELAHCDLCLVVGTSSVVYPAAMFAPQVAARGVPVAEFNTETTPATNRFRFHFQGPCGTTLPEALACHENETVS
S100A4 MyoIIA – S100A4-myosin IIA interaction inhibition | P26447 | S100A4/TAMRA-MyoIIA peptide fluorescence polarization | inhibition, % at 10.7 µM | hit rate 0.14% among 360,000 | AID 652163;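 active means mean inhibition of at least 70% across replicates, with every replicate also reaching that level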
Target sequence (P26447 whole entry, looked up): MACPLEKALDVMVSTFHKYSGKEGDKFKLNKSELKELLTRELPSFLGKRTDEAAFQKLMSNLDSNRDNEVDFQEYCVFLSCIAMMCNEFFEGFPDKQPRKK
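Test system – S100A4 monomer (human) · Compound – single-point compound testing · Schedule – 5 min incubation before reading · Probe or stimulus – TAMRA-labelled myosin IIA heavy-chain peptide probe, 5 nM · Benchmarks – neutral control DMSO, positive control TFP · Medium – Calcium-containing HEPES buffer, pH 7.2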
Active calls of the source: *. This is a subset; rates above refer to the full screens.

Results for C[C@H](N)C(=O)NC[C@H]1O[C@@H](n2cnc3c(N)ncnc32)[C@H](O)[C@@H]1O ?
FN deposit inh: 1.5; Statin myotox sup: -13.4; LGR2 antag: -4.6; Casp6 inh: -3.8; esBAF inh: -5.0; SIRT5 inh: -7.4; S100A4 MyoIIA: 2.2

What do the screens show for `C[C@@H]1CN([C@@H](C)CO)C(=O)Cc2cc(NS(=O)(=O)c3cn(C)cn3)ccc2O[C@H]1CN(C)Cc1ccc(Cl)c(Cl)c1`?
Statin myotox sup: -4.8; LGR2 antag: 13.8; Casp6 inh: 0.9; esBAF inh: 15.6; SIRT5 inh: 7.9; S100A4 MyoIIA: -4.9

How did Cc1ccccc1NC(=O)CN(c1ccc(F)cc1)S(C)(=O)=O do in these assays?
FN deposit inh: 15.1; Statin myotox sup: 8.2; esBAF inh: -8.6

Results for COc1ccc(CN2CCN(C)CC2)cc1OCc1ccccc1 ?
Statin myotox sup: -13.0; LGR2 antag: 1.5; Casp6 inh: -1.2; esBAF inh: -1.0; SIRT5 inh: 0.7; S100A4 MyoIIA: 6.8

How did O=C1c2ccccc2S(=O)(=O)c2cc(C(=O)N3CCC(O)CC3)ccc21 do in these assays?
FN deposit inh: 1.3; Statin myotox sup: 2.8; LGR2 antag: 0.5; Casp6 inh: 0.5; esBAF inh: 2.9; SIRT5 inh: -2.0; S100A4 MyoIIA: 4.5

What do the screens show for `COc1ccc(C2c3ccc(O)cc3Oc3ncn4nc(-c5cccnc5)nc4c32)cc1OC` (configuration not stated)?
FN deposit inh: -7.8; LGR2 antag: 3.2; Casp6 inh: -3.9; SIRT5 inh: -2.9; S100A4 MyoIIA: -2.3

How did Cc1cc(C)n2c(SCc3ccc(Br)cc3)nnc2n1 do in these assays?
FN deposit inh: -7.0; LGR2 antag: -20.0; Casp6 inh: -2.5; SIRT5 inh: 1.7; S100A4 MyoIIA: 3.4

What do the screens show for `COc1ccc(NC(=O)N(C)C[C@H]2OCCCC[C@@H](C)Oc3ccc(NC(=O)Cc4ccccc4)cc3C(=O)N([C@@H](C)CO)C[C@@H]2C)cc1`?
LGR2 antag: 5.8; Casp6 inh: 2.0; esBAF inh: 1.4; SIRT5 inh: -2.2; S100A4 MyoIIA: 8.1

How did COc1ccc(-c2coc3c(C(=O)Nc4cc(OC)c(OC)c(OC)c4)cccc23)c(C)c1 do in these assays?
FN deposit inh: 22.7; Statin myotox sup: -50.5; LGR2 antag: 57.9*; Casp6 inh: -4.8; esBAF inh: -41.3; SIRT5 inh: -4.6; S100A4 MyoIIA: -0.5

How did C[C@@H]1CN([C@H](C)CO)C(=O)c2cccc(NS(=O)(=O)c3cn(C)cn3)c2O[C@@H]1CN(C)CC1CCCCC1 do in these assays?
FN deposit inh: -11.4; Statin myotox sup: -7.3; LGR2 antag: 0.4; Casp6 inh: 3.5; esBAF inh: -6.1; SIRT5 inh: 5.5; S100A4 MyoIIA: 17.2

How did NNc1nc2c(F)cc(F)cc2s1 do in these assays?
FN deposit inh: 5.8; Statin myotox sup: 21.6; LGR2 antag: -14.9; Casp6 inh: -2.7; esBAF inh: 14.9; SIRT5 inh: -0.4; S100A4 MyoIIA: -4.1

How did COC(=O)c1ccccc1NC(=S)NC(=O)c1ccccc1C do in these assays?
FN deposit inh: 7.5; Statin myotox sup: -3.2; LGR2 antag: -22.9; esBAF inh: -6.1

Results for Cn1c(=O)oc2cc(S(=O)(=O)Nc3ccccc3)ccc21 ?
FN deposit inh: -11.9; LGR2 antag: 5.0; Casp6 inh: 3.7; SIRT5 inh: 0.7; S100A4 MyoIIA: -0.8

What do the screens show for `CO[C@@H]1CN(C)C(=O)c2ccc(NS(=O)(=O)c3c(C)noc3C)cc2OC[C@H](C)NC[C@@H]1C`?
FN deposit inh: -4.7; Statin myotox sup: 7.0; LGR2 antag: 11.2; Casp6 inh: 1.5; esBAF inh: -2.3; SIRT5 inh: -2.8; S100A4 MyoIIA: -5.2

What do the screens show for `Cn1cc(CN2C[C@]3(C)C[C@H]2CC(C)(C)C3)c(-c2ccc3c(c2)OCCO3)n1`?
FN deposit inh: -8.8; LGR2 antag: 8.0; Casp6 inh: -1.5; SIRT5 inh: 0.0; S100A4 MyoIIA: -5.1

What do the screens show for `O=C(Nc1cccc(S(=O)(=O)NC2=NCCC2)c1)c1cc(-c2ccco2)nc2ccccc12`?
FN deposit inh: -3.1; Statin myotox sup: -24.9; LGR2 antag: 8.2; Casp6 inh: 3.5; esBAF inh: -6.7; SIRT5 inh: -0.5; S100A4 MyoIIA: -7.5

Results for CCOC(=O)C1CCN(CC(O)COCc2ccccc2)CC1 (configuration not stated) ?
FN deposit inh: -3.3; Statin myotox sup: 0.9; LGR2 antag: -3.3; Casp6 inh: -2.5; esBAF inh: -5.0; SIRT5 inh: 6.2; S100A4 MyoIIA: 7.7

Results for CCC(=O)N1CC(=O)N2[C@@H](CO)[C@@H](c3ccc(-c4cccnc4)cc3)[C@@H]2C1 ?
LGR2 antag: 4.1; Casp6 inh: -0.2; SIRT5 inh: 4.8; S100A4 MyoIIA: -22.7

How did COC(=O)COc1cccc2c(=O)n(CC(=O)N3CCCCC3)ccc12 do in these assays?
FN deposit inh: -3.4; LGR2 antag: 8.3; Casp6 inh: 0.3; SIRT5 inh: 0.6; S100A4 MyoIIA: -1.7

What do the screens show for `COC(=O)C1=C(C)N(Cc2ccccc2)C(=S)NC1c1ccc(Cl)cc1` (configuration not stated)?
FN deposit inh: -9.7; LGR2 antag: 15.9; Casp6 inh: -3.5; SIRT5 inh: -0.1; S100A4 MyoIIA: -4.9

Results for CC(C)c1ccc(OCC(=O)NC(C)c2ccccc2)cc1 (configuration not stated) ?
FN deposit inh: -1.7; Statin myotox sup: -9.1; LGR2 antag: 1.8; Casp6 inh: -0.4; esBAF inh: 8.9; SIRT5 inh: -4.6; S100A4 MyoIIA: 0.5

How did CN(C)c1ccc(C(=O)/C=C/c2ccc(Br)cc2)cc1 do in these assays?
FN deposit inh: 10.4; Statin myotox sup: -1.3; LGR2 antag: -57.5; Casp6 inh: 0.4; esBAF inh: 20.0; SIRT5 inh: -1.0; S100A4 MyoIIA: -2.3

How did CCCc1cn(CC[C@@H]2CC[C@@H](NC(=O)Nc3ccccc3F)[C@H](CO)O2)nn1 do in these assays?
FN deposit inh: -9.9; Statin myotox sup: -1.8; LGR2 antag: 0.4; Casp6 inh: -2.9; esBAF inh: -6.7; SIRT5 inh: -3.2; S100A4 MyoIIA: 24.3

Results for Cc1ccc(NC(=O)c2cc(-c3ccc(F)cc3)on2)cc1C ?
FN deposit inh: -5.3; Statin myotox sup: -21.7; LGR2 antag: -27.7; Casp6 inh: 5.8; esBAF inh: 20.9; SIRT5 inh: 1.8; S100A4 MyoIIA: 2.5

How did CCCCn1c(CN2CCN(C)CC2)nc2ccccc21 do in these assays?
FN deposit inh: -4.3; Statin myotox sup: 2.8; esBAF inh: -8.9

How did Cc1cc(C)nc(-n2ncc3c2CC(C)CC3=O)n1 (configuration not stated) do in these assays?
FN deposit inh: 8.0; LGR2 antag: 11.1; Casp6 inh: -1.9; SIRT5 inh: 2.6; S100A4 MyoIIA: -2.7

What do the screens show for `CCCC(=O)Nc1ccc2c(c1)C(=O)N(C)C[C@H](OC)[C@@H](C)CN(C(=O)CC1CC1)[C@H](C)CO2`?
FN deposit inh: -14.5; Statin myotox sup: 10.6; LGR2 antag: -21.1; esBAF inh: -1.6

Results for CC(=O)c1c(C)[nH]c(C(=O)Nc2nc(-c3ccc(-c4ccccc4)cc3)cs2)c1C ?
FN deposit inh: -1.6; LGR2 antag: 91.0*; Casp6 inh: -2.7; SIRT5 inh: -0.4; S100A4 MyoIIA: 2.2

What do the screens show for `CN1C(c2ccc(F)cc2)=CS/C1=C(\C#N)c1nnc2n1-c1ccccc1SC2`?
Statin myotox sup: -7.9; LGR2 antag: -3.3; Casp6 inh: 0.6; esBAF inh: 3.4; SIRT5 inh: -4.1; S100A4 MyoIIA: -19.0

How did CC(=O)NCC(=O)N(Cc1ccco1)C1(C(=O)NC2CCCC2)CCCCC1 do in these assays?
FN deposit inh: 4.1; Statin myotox sup: 3.1; LGR2 antag: 11.8; Casp6 inh: 3.6; esBAF inh: -1.7; SIRT5 inh: 0.1; S100A4 MyoIIA: -4.5

How did Cc1ccc(C(C)NC(=O)/C(C#N)=C\c2c(C)[nH]c3ccccc23)cc1 (configuration not stated) do in these assays?
FN deposit inh: 1.3; Statin myotox sup: -8.3; esBAF inh: -4.0

Results for C[C@H](CO)N1C[C@H](C)[C@H](CN(C)Cc2ccc(C(=O)Nc3ccccc3N)cc2)Oc2ccc(NC(=O)Cc3ccccc3)cc2C1=O ?
LGR2 antag: 9.0; Casp6 inh: 3.2; SIRT5 inh: 11.9; S100A4 MyoIIA: 5.4

Results for COc1cc(OC)c2ccc(=O)oc2c1C(CC(=O)N1CCCC1)c1ccc2c(c1)OCO2 (configuration not stated) ?
FN deposit inh: 16.2; Statin myotox sup: 23.1; LGR2 antag: -10.4; Casp6 inh: 10.3; esBAF inh: 4.6; S100A4 MyoIIA: 8.4

How did O=[N+]([O-])c1ccc(Nc2nc(NCCO)nc(N3CCCC3)n2)cc1 do in these assays?
FN deposit inh: 9.5; LGR2 antag: -2.6; Casp6 inh: 0.2; SIRT5 inh: 3.7; S100A4 MyoIIA: 0.8

Results for COc1ccc(CCNC(=O)Nc2ccc(F)cc2F)cc1OC ?
FN deposit inh: 1.3; Statin myotox sup: 1.4; LGR2 antag: -5.2; Casp6 inh: -0.6; esBAF inh: -8.4; SIRT5 inh: 1.1; S100A4 MyoIIA: 3.0

Results for COc1cc(NC(=O)c2ccccc2)c(C)cc1NC(=O)CC(CC(=O)O)c1ccccc1 (configuration not stated) ?
FN deposit inh: -1.1; Statin myotox sup: 5.0; LGR2 antag: 15.3; Casp6 inh: -1.5; esBAF inh: -3.0; SIRT5 inh: -5.3; S100A4 MyoIIA: -3.7

Results for COc1cccc(N(C(=O)c2csnn2)C(C(=O)NC2CCCC2)c2ccccc2)c1 (configuration not stated) ?
FN deposit inh: 1.9; Statin myotox sup: 31.0; LGR2 antag: 0.3; Casp6 inh: -1.3; esBAF inh: -9.0; SIRT5 inh: 2.3; S100A4 MyoIIA: -0.8

Results for CC(=O)Nc1ccc(S(=O)(=O)N(C)Cc2ccccc2)cc1 ?
FN deposit inh: -7.1; LGR2 antag: 8.5; Casp6 inh: 3.3; SIRT5 inh: -1.0; S100A4 MyoIIA: 4.9

What do the screens show for `Cc1[nH]c2ccccc2c1CC(=O)Nc1ccc(Nc2cccnc2)c(-c2cccc(Cl)c2)c1`?
FN deposit inh: -10.4; LGR2 antag: 2.2; Casp6 inh: 5.6; S100A4 MyoIIA: -1.4

What do the screens show for `C[C@@H]1CCCCO[C@H](CN(C)Cc2ccncc2)[C@@H](C)CN([C@H](C)CO)C(=O)c2cc(NS(=O)(=O)c3ccccc3)ccc2O1`?
FN deposit inh: -22.5; LGR2 antag: -5.9; Casp6 inh: -0.3; esBAF inh: -11.2; SIRT5 inh: 2.5; S100A4 MyoIIA: -5.2

How did CCOC(=O)C1=C(C)OC(N)=C(C#N)C1c1cccs1 (configuration not stated) do in these assays?
FN deposit inh: 2.7; LGR2 antag: -15.4; Casp6 inh: 4.2; SIRT5 inh: -1.9; S100A4 MyoIIA: -2.4

Results for O=C(Cc1ccccc1)N[C@H]1CC[C@@H](CC(=O)N2CCCCC2)O[C@@H]1CO ?
FN deposit inh: -5.6; Statin myotox sup: -2.3; LGR2 antag: -2.6; Casp6 inh: -0.1; esBAF inh: -1.2; SIRT5 inh: 2.8; S100A4 MyoIIA: 4.3
